# Assay outcomes: PubChem BioAssay, several laboratories
# rCAG RNA binder = binders of r(CAG) RNA repeats, primary screen, biochemical, fluorescence; r(CAG) RNA repeat, TO-PRO-1 dye displacement fluorescence; AID 651821, 2012; inhibition, % at 3 µM; 370,000 tested, 1.3% active;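 active = inhibition above the plate cutoff, the mean of all test compounds on that plate plus 3 SD, cut at about 35% in these data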;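 note: 0% = DMSO alone and 100% = 100 µM mitoxantrone as full dye displacement; higher means more dye released from RNA so lower well fluorescence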
# LEDGF integ inh = blockers of LEDGF/p75-dependent integrase strand transfer – biochemical, TR-FRET, high throughput, primary screen | HIV-1 integrase (with human LEDGF/p75) | TR-FRET IN-LEDGF/p75 DNA integration, Eu/Cy5 | inhibition, % at 3.7 µM | 370,000 tested, 0.64% active;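 active = inhibition above the screen-wide mean plus 3 SD, cut at about 13% in these data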;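 note: signal is the Cy5 over europium emission ratio at 671 and 618 nm; 0% = plate median of compound wells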
# SIAE primary = human SIAE inhibitors, primary screen, biochemical, fluorescence polarization, FP-Rh probe, 1536-well HTS; SIAE FP-Rh probe binding; inhibition, % at 9.66 µM; 370,000 tested, 0.69% active; Sialate O-acetylesterase (Homo sapiens), Q9HAT2; AID 1053197, 2014;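 active = inhibition above a cutoff: mean of compounds within the control limits plus 3 SD of those, cut at about 17% in these data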;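 note: 0% = plate median of compound wells and 100% = probe without SIAE protein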
# TCR-CD3 inh = inhibitors of human TCR-CD3 interaction, primary screen, biochemical, fluorescence, TAMRA-labeled TCR probe; inhibition, % at 9.4 µM; 360,000 tested, 0.37% active; T-cell receptor (TCR); in the data active = inhibition above about 19%;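 note: recombinant mutant TCR 2C K166C tagged with TAMRA read by polarization; 0% = receptor in buffer alone and 100% = receptor with positive control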
# HTRA1 inhibitor = HTRA1 serine protease inhibitors, primary screen, biochemical, fluorescence polarization, HTS. recombinant HTRA1, FP-rhodamine activity-based probe. inhibition, % at 5.96 µM. 340,000 tested, 0.5% active. AID 504803, 2011; in the data active = inhibition above about 36%;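 note: 0% = enzyme with DMSO and 100% = wells lacking enzyme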
# Target sequence (Q92743 whole entry, looked up): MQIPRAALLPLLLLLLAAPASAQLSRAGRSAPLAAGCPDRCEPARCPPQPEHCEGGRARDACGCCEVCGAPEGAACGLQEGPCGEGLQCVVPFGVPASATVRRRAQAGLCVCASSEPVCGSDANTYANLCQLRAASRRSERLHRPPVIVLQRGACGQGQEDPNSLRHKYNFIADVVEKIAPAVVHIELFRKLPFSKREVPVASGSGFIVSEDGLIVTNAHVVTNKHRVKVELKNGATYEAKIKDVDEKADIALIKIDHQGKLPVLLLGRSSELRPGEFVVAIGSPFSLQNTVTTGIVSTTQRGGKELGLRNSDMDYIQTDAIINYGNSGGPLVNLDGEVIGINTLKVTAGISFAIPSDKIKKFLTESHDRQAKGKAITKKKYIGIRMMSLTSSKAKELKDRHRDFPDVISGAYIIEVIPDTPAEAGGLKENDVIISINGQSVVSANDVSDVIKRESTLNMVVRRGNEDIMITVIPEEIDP
# TDP2 inh = human TDP2 enzyme inhibitors, primary screen, biochemical, epi absorbance, recombinant enzyme; 370,000 tested, 0.34% active; inhibition, % at 12.8 µM; T5PNP hydrolysis, p-nitrophenol absorbance 415 nm;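 active = inhibition above the mean of all tested compounds plus 3 SD, set per campaign, cut at about 25% in these data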;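 note: 0% = DMSO with enzyme and 100% = buffer with substrate but no TDP2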
# Target sequence (O95551 whole entry, looked up): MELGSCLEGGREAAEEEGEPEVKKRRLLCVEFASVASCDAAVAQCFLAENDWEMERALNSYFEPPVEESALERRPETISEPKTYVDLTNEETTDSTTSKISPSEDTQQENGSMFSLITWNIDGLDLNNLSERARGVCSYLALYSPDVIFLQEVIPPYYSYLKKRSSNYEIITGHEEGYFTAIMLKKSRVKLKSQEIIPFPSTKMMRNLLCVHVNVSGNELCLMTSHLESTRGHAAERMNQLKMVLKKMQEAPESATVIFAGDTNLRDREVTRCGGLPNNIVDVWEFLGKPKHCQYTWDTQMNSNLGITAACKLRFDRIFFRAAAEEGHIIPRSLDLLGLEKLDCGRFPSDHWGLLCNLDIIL
#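 System: recombinant human TDP2 / Amount: 120 nM TDP2 per well / Also added: 5 mM T5PNP chromogenic substrate / Doses: 12.8 µM single point, 1% DMSO / Incubation: 2 h at 37 °C / Detection: p-Nitrophenol epi absorbance / Evaluation: % inhibition relative to enzyme-containing and enzyme-free wells / Repeats: singlicate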
# mABHD4 FP = ABHD4 inhibitors, primary screen, biochemical, fluorescence polarization, mouse; (Lyso)-N-acylphosphatidylethanolamine lipase (Mus musculus), Q8VD66; purified mABHD4, FP-Rh probe fluorescence polarization; inhibition, % at 8.92 µM; 370,000 tested, 0.54% active; AID 720543, 2013;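 active = inhibition exceeding the mean over every tested compound plus 3 SD, cut at about 30% in these data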;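 note: 0% = plate median of compound wells and 100% = S159A mutant with DMSO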
#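 Test system: mouse ABHD4 enzyme, wild type. Reagent: FP-Rh fluorescent activity-based probe, added after compound pre-incubation. Timing: pre-incubation 45 min, probe exposure 60 min, at 25 °C. Technique: FP readout, ex 525 nm / em 598 nm. Benchmarks: high control S159A mutant with DMSO, low control median of compound wells.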
# PG9 binder = binders of HIV-1 gp120 antibody PG9, primary screen, biochemical, TR-FRET; inhibition, % at 6.7 µM; HIV-1 gp120 / PG9 antibody interaction; 360,000 tested, 0.43% active; TR-FRET gp120-PG9 antibody binding; in the data active = inhibition above about 8.5%
# Rev-erbA mod = modulators of Rev-erb alpha DNA binding, primary screen, biochemical, FITC-DNA, fluorescence polarization, uHTS; Nuclear receptor subfamily 1 group D member 1 (Homo sapiens), P20393; Rev-erbα–FITC-DNA binding, 90 min; activity, % at 10 µM; 370,000 tested, 0.79% active;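 active = activity above about 14%, limit read from the data; passing the limit was not always enough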;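 note: 0% = DMSO wells with 35 nM protein and 100% = DMSO wells with 750 nM protein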
# PRMT1 FP inh = PRMT1 methyltransferase inhibitors, primary screen, biochemical, fluorescence polarization | 370,000 tested, 1.3% active | inhibition, % at 2.79 µM | Protein arginine N-methyltransferase 1 (Homo sapiens), Q99873 | recombinant PRMT1, activity-based probe fluorescence polarization;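 active = inhibition above about 21% made by adding two undisclosed values, limit read from the data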
# The depositor's hits bear a star; nt = not tested or not shown.
SMILES,rCAG RNA binder,LEDGF integ inh,SIAE primary,TCR-CD3 inh,HTRA1 inhibitor,TDP2 inh,mABHD4 FP,PG9 binder,Rev-erbA mod,PRMT1 FP inh
COc1ccc(CN(C(=O)c2oc3cc(C)c(C)cc3c2C)C2CCS(=O)(=O)C2)cc1OC (configuration not stated),-3.2,-1.5,-1.6,2.9,-6.8,1.8,6.6,1.5,-4.5,3.3
N#Cc1cccc(N=c2ssnc2Cl)c1,3.0,0.2,7.8,-8.6,nt,4.2,-3.3,5.2,-2.4,100.1*
CCCn1c(Nc2nc3ccccc3n2C)nc2ccccc21,-0.8,-11.1,5.1,-5.9,39.3*,-12.4,28.1,1.4,8.2,-4.5
N#Cc1cc2c(=O)n3ccccc3nc2n(-c2ccccc2Cl)c1=O,3.0,-1.4,-0.6,-3.5,-0.8,-6.4,-0.9,0.8,6.5,0.7
CCOC(=O)CNC(=S)N(CCCN1CCN(C)CC1)Cc1cccs1,-5.5,-5.4,-0.3,-8.0,3.8,0.8,1.3,13.4*,2.2,-0.7
CC(C)(C)n1nnnc1C(c1cc2ccccc2o1)N1CCN(C(=O)OCc2ccccc2)CC1 (configuration not stated),5.9,0.9,-4.8,-0.7,nt,2.4,0.6,0.2,-4.2,3.1
Cc1cc(C)cc(OCC(=O)Nc2ccc(N3CCN(C(=O)c4ccco4)CC3)cc2)c1,-0.9,-1.2,6.5,-1.7,-6.7,-18.3,-4.0,-3.8,2.2,1.7
Cc1ccc(-c2nc(CN(C)Cc3ccc4nccnc4c3)c(C)o2)s1,-4.9,-1.4,-1.9,3.6,1.8,6.1,-7.5,-1.5,2.9,2.5
Cc1ccc(S(=O)(=O)Nc2ccc(C(=O)NCc3cccnc3)cc2)cc1,2.4,0.4,-5.6,11.7,-4.9,-9.4,-0.8,-2.1,-3.6,0.3
Cn1c(SCC(=O)c2ccccc2)nnc1-c1ccccn1,0.8,-1.1,-1.0,-11.0,2.6,-8.6,8.2,-0.7,5.0,1.1
Cc1noc(NS(=O)(=O)c2ccc(NC(=O)CC34CC5CC(CC(Br)(C5)C3)C4)cc2)c1C,34.2,-2.5,2.7,12.7,-0.1,5.9,4.6,0.0,3.4,0.8
CC(C(=O)Nc1c2c(cc3c1CCC3)CCC2)N1CCCC1 (configuration not stated),0.4,2.2,20.4*,0.9,2.5,5.4,-3.1,-2.8,-5.2,-4.0
Cc1ccc(-c2nn3cnnc3c3ccccc23)cc1,-1.4,-2.5,11.0,8.6,-2.4,-7.3,2.3,-1.1,4.0,-0.1
Cc1ccc(S(=O)(=O)NN=CC=CC=NNS(=O)(=O)c2ccc(C)cc2)cc1,26.2,-1.3,6.3,-4.6,8.8,0.8,16.0,-0.8,11.0,39.2*
Cc1ccc(-c2nc3sc4c(N)ncnc4c3c3c2CCCC3)cc1,6.7,-1.0,-0.9,8.0,-2.5,1.8,-5.6,-0.6,13.7,-1.2
Cc1cccc(NC(=O)CN(C2=NC3CS(=O)(=O)CC3S2)c2ccccc2F)c1 (configuration not stated),4.0,-2.7,-1.6,-6.5,-6.7,-0.7,-6.4,-1.8,-1.7,1.3
CC1=C2NC(N)=[N+](Cc3ccc4c(c3)OCO4)CC2n2c(=O)n(-c3ccccc3)c(=O)n2C1 (configuration not stated),19.4,-0.9,4.3,nt,nt,-6.6,7.4,nt,-3.0,-0.1
COc1ccc(CNCc2cccc(Oc3ccccc3)c2)cc1,-5.4,6.9,-0.4,1.9,-8.3,1.2,-0.1,0.3,1.1,-8.0
N#CC1=C(SCC(=O)Nc2ccccc2)NC(=O)CC1c1ccc(O)cc1 (configuration not stated),2.6,0.9,-2.2,7.9,-7.5,5.0,-0.4,-1.8,-10.8,-0.5
COc1cc(CNC2CCCCC2OC)cc(OC)c1OC (configuration not stated),0.3,0.6,-1.3,-2.4,0.9,8.4,8.0,-2.4,5.4,-2.8

# 3 entries from above, ordered by the number in PRMT1 FP inh, high to low.
compound,PRMT1 FP inh
Cc1ccc(S(=O)(=O)NN=CC=CC=NNS(=O)(=O)c2ccc(C)cc2)cc1,39.2*
Cc1noc(NS(=O)(=O)c2ccc(NC(=O)CC34CC5CC(CC(Br)(C5)C3)C4)cc2)c1C,0.8
COc1ccc(CNCc2cccc(Oc3ccccc3)c2)cc1,-8.0

# Next entries:
SMILES,rCAG RNA binder,LEDGF integ inh,SIAE primary,TCR-CD3 inh,HTRA1 inhibitor,TDP2 inh,mABHD4 FP,PG9 binder,Rev-erbA mod,PRMT1 FP inh
COc1ccc(CNC(=O)c2cc(-c3ccncc3)nc3c(C)cc(C)cc23)cc1OC,6.9,-0.8,-13.6,5.7,-21.2,6.5,-9.3,-10.0,-1.9,-1.7
Cc1ccc([N+](=O)[O-])cc1NC(=S)NC(=O)C(C)(C)C,-5.4,-2.5,-2.4,5.6,-1.5,-0.3,0.3,-1.2,1.2,-0.7
CC(Sc1n[nH]c(N)n1)C(=O)Nc1ccc(Cl)cn1 (configuration not stated),-2.8,-1.1,-1.4,-0.1,4.6,0.1,-2.1,-0.8,-1.9,3.8
Cc1cc(S(=O)(=O)Nc2ccc(C(=O)NCC(c3ccccc3)N(C)C)cc2)ccc1F (configuration not stated),-1.3,4.2,8.4,6.1,-5.1,11.8,1.0,-2.0,-6.0,-1.0
CCOC(=O)C1CCCN(C(=O)CS(=O)(=O)Cc2ccccc2)C1 (configuration not stated),-1.1,1.6,0.1,-4.7,-1.0,6.0,7.2,0.4,-3.7,1.7
O=[N+]([O-])c1ccc(NC(=S)NCc2ccc(F)cc2)cc1,7.6,3.1,-16.4,nt,-13.2,-1.7,-14.5,0.7,-1.1,-0.2
CC12CN(NC(=O)c3ccc(Cl)cc3)C3(C#N)CC1CCC23C (configuration not stated),-2.9,-0.5,0.9,1.5,-3.3,1.5,-3.5,-0.9,2.0,-1.9
C=CC[C@@H](CC(=O)NCCO)C(=O)N[C@@H](C)COC(=O)[C@@H](CC=C)Cc1ccc(F)cc1,-5.5,1.3,3.2,-4.8,0.5,-8.9,-6.9,-1.0,4.5,1.0
Cc1cc(C)cc(N(C(=O)c2csnn2)C(C(=O)NC2CCCCC2)c2ccccn2)c1 (configuration not stated),-4.5,0.3,-4.2,4.1,-3.7,-2.5,7.7,1.6,4.5,1.3
CC1(C(=O)NS(=O)(=O)Cc2ccccc2)CCN1C(=O)Cc1ccccc1 (configuration not stated),0.5,-4.3,-0.6,-6.8,nt,-1.9,1.3,1.2,-7.7,3.0
COCCNC(=O)c1cccc(OC2CCN(Cc3ccc(C(=O)OC)cc3)CC2)c1,-6.3,4.2,50.6*,-3.7,-2.7,-13.3,-2.9,0.1,3.2,-3.7
O=C(Cc1cccs1)Nc1ccc(C(=O)O)cc1,-1.1,1.1,8.5,-0.1,-3.7,3.3,0.4,1.2,0.7,-2.3
O=C(CC(NC(=O)OCc1ccccc1)C(=O)O)OCc1ccccc1 (configuration not stated),1.5,-5.0,-1.5,-1.2,0.6,11.3,5.4,3.2,3.5,1.2
CC(C)(C)C(=O)CN1CCN(S(=O)(=O)c2ccc(F)cc2)CC1,-4.3,0.0,-0.9,-4.8,-0.8,13.8,4.0,-2.2,-1.1,4.5
CC[C@]12C(=O)N(C)C[C@H]([C@@H]3C(=O)N(C)C(=O)[C@@H]31)N2C(=O)c1ccc(C)cc1,0.9,1.3,-6.3,3.0,0.7,11.7,2.4,1.4,-0.8,2.2
CCOc1ccc(C)cc1S(=O)(=O)N1CCCCC1,-2.0,1.2,-5.9,8.3,1.2,-1.1,2.4,0.8,0.8,2.5
CC[C@@H]1C(c2ccc(F)cc2)=NN(c2ccc(Br)cc2)[C@H]1C(=O)N1CCOC1=O,12.6,-1.1,4.8,2.3,3.2,1.7,-0.9,0.8,0.9,-0.9
S=C1Nc2cc(Cl)ccc2Sc2ccccc21,1.8,1.4,4.4,5.2,7.4,3.2,0.5,-1.9,-3.1,-0.1
COc1cc(NC(=S)N2CCN(CCO)CC2)c(OC)cc1Cl,3.2,0.1,1.9,0.0,7.5,5.4,2.5,-3.5,6.7,-2.2
CCOC(=O)COc1ncn(-c2ccccc2)n1,1.8,-2.8,3.9,0.9,-4.7,1.4,-2.5,-1.0,-6.2,-2.0
CCC1CCC(C(=O)NNC(=O)OC)CC1 (configuration not stated),-0.9,-1.4,3.1,-3.4,2.6,-6.6,-1.4,1.5,-2.7,2.0
COc1ccc(NC2=C(NC(C)=O)C(=O)c3ccccc3C2=O)cc1,-3.0,-6.2,0.5,3.0,9.2,11.5,4.3,-22.7,2.2,6.4
CC(=O)NCCCC(=O)NNC1CC(=O)N(c2cccc(Cl)c2)C1=O (configuration not stated),1.6,-1.6,-17.2,-2.3,nt,-3.5,2.6,-1.9,-0.8,13.5
OCCc1ccc(O)c(-n2nc3ccccc3n2)c1,3.0,-2.7,7.3,-5.4,3.6,-1.6,0.8,1.8,1.8,1.9
CCCn1c(NCc2ccccc2NS(=O)(=O)c2ccc(C)cc2)nc2ccccc21,21.1,-1.4,12.2,0.2,-36.6,10.4,9.4,1.2,-4.0,3.6
COc1cccc(C(=O)Nc2ccc(C(=O)c3ccncc3)cc2)c1,6.0,-1.9,-7.1,-4.2,-18.6,-13.5,5.9,0.8,0.4,4.4
COc1ccccc1NS(=O)(=O)c1ccc(C(=O)NCc2ccncc2)cc1,0.7,1.6,-3.1,-0.5,10.5,-7.1,-0.7,-2.2,-4.4,3.0
CCCSC1=C(C#N)C(c2ccc(O)c(OC)c2)CC(=O)N1 (configuration not stated),3.4,-1.8,3.5,4.3,4.9,-6.6,-9.8,1.2,-3.1,0.6
Cc1nn(C2CCS(=O)(=O)C2)c(Cl)c1/C=C/C(=O)OCC(=O)c1c[nH]c2ccccc12 (configuration not stated),6.7,3.1,-6.8,0.0,-11.9,9.2,-3.3,-0.9,-1.0,2.1
COc1ccc(/C=C/c2cc(-c3ccc(C)cc3)o[n+]2C)cc1,14.1,-2.9,0.1,2.9,-5.7,-2.0,-3.5,0.1,-1.9,1.5
COc1ccc2oc(=O)c(-c3nc(C)cs3)cc2c1,6.9,2.6,1.1,-4.9,-2.0,9.7,4.4,13.5*,1.6,2.9

# Only part of the results is shown, so the mix of outcomes need not match the whole.
